# CHOP UPR activ: apoptotic UPR (CHOP) activation | AID 449763 | activation, % at 10 µM | CHO-CHOP luciferase reporter, luminescence; percent of tunicamycin response over DMSO baseline | 330,000 tested, 0.34% active;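 active = at 10 µM dose, activation of 40% or more, normalized to positive control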;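 also: 100% = tunicamycin at 10 µg/mL and 0% = DMSO alone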
#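 System: CHO CHOP reporter cells. Amount: 500 cells per well. Buffer or medium: F12 medium, 10% FBS. Compound dosing: one dose, 10 µM in 0.5% DMSO. Incubation: 6 h compound exposure at 37 °C after overnight seeding. Technique: Steady-Glo luciferase luminescence. Benchmarks: tunicamycin and DMSO controls.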
# Mdm2 MdmX PPI: inhibitors of human Mdm2/MdmX interaction; O15151+Q00987; SaOS-2 split-luciferase Mdm2/MdmX complementation, luminescence; 330,000 tested, 3% active; inhibition, % at 8 µM;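 active = inhibition of at least 50% at 8 µM in the primary screen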
# tim10-1 inh: inhibits growth of tim10-1 mutant yeast; inhibition, % at 20 µM; 330,000 tested, 2.2% active; S. cerevisiae tim10-1 ts strain growth, BacTiter-Glo, 24 h;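 active = inhibition of at least 40%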;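 also: mutant grown at 25 °C; 0% = DMSO wells with yeast and 100% = wells holding no yeast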
# CXCR6 inh: blocks human CXCR6 beta-arrestin recruitment; CHO-K1 PathHunter CXCR6 beta-arrestin, luminescence; inhibition, % at 20 µM; AID 602244; 360,000 tested, 0.36% active; O00574; in the data active = inhibition above about 34%, passing the limit was not always enough;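 also: antagonist mode with CXCL16 agonist at 10 nM final; 0% = 10 nM CXCL16 with DMSO and 100% = unstimulated wells without agonist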
# Target sequence (O00574 whole entry, looked up): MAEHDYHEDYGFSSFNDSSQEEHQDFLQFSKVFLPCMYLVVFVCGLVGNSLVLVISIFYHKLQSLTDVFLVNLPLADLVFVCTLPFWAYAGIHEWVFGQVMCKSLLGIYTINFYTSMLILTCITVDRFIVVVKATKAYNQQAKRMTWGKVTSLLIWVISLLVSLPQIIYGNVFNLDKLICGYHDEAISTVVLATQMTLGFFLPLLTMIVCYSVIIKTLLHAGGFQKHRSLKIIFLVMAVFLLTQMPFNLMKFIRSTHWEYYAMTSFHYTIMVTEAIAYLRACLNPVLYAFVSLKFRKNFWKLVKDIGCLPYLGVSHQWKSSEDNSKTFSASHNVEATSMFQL
# APJ antagonist: APJ receptor antagonism. CHO-K1 APJ beta-arrestin complementation, luminescence. inhibition, % at 20 µM. 330,000 tested, 0.32% active. P35414;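 active = inhibition above about 40% at 20 µM, limit read from the data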;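 also: cells challenged with 10 nM apelin-13 agonist together with compound; plate controls were apelin-13 plus DMSO wells for no effect and DMSO wells lacking apelin-13 for full effect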
# Target sequence (P35414 whole entry, looked up): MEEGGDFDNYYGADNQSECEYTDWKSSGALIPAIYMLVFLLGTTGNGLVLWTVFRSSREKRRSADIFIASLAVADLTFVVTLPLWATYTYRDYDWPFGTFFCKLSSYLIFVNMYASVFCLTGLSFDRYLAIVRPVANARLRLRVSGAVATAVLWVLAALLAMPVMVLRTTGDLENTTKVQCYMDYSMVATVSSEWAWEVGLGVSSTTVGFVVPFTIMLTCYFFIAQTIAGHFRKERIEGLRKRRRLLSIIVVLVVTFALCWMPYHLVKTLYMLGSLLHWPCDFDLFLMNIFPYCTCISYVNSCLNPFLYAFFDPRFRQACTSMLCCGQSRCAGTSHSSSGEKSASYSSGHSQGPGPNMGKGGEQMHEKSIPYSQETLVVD
# TIM10 inh: growth inhibitors of TIM10 yeast strain; S. cerevisiae TIM10 strain growth, BacTiter-Glo luminescence, 24 h; inhibition, % at 10 µM; 330,000 tested, 1.4% active;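 active = inhibition of 40% or more at the single tested concentration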;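 also: wild-type TIM10 isogenic control strain grown at permissive 25 °C; 0% = DMSO yeast wells and 100% = minimal medium wells without yeast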
# tim23-1 inh: tim23-1 yeast growth inhibition. S. cerevisiae tim23-1 growth, BacTiter-Glo luminescence, 24 h. inhibition, % at 20 µM. 330,000 tested, 1.3% active. AID 463212;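 active = growth inhibition of the mutant yeast at or above 50%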;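 also: temperature-sensitive mutant grown at 25 °C; plate controls were DMSO-treated mutant yeast for no effect and medium wells lacking yeast for full effect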
# XBP1 UPR activ: activators of adaptive arm of unfolded protein response (XBP1). CHO-XBP1 luciferase reporter, IRE1-XBP1 UPR activation, luminescence; percent of tunicamycin response, DMSO as zero. AID 463104. activation, % at 20 µM. 330,000 tested, 0.33% active;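 active = versus positive control, 20 µM dose yields 30% or more activation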;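 also: 100% = tunicamycin at 10 µg/mL and 0% = DMSO only wells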
#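 Material: CHO-XBP1 cells stably carrying IRE1-XBP1-driven luciferase reporter | Medium: F12 with 10% serum | Compound dosing: 20 µM single concentration, DMSO 1% | Incubation: Overnight seeding at 37 °C, 6 h compound treatment at 37 °C | Detection: Steady-Glo luminescence read | Read-out basis: % activation of reporter signal versus tunicamycin and DMSO controls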
# APJ agonist: APJ receptor agonism; P35414; CHO-K1 APJ PathHunter beta-arrestin, luminescence; 0% DMSO wells, 100% apelin; activation, % at 20 µM; 330,000 tested, 0.11% active; AID 2520;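 active = activation more than six SD over the plate average, tested at 20 µM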;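 also: 0% = DMSO alone and 100% = apelin-13 at 10 nM; some results filed as inactive read as strong as hits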
#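 Assay system: CHO-K1 cells stably expressing ProLink-tagged human APJ and arrestin–beta-gal acceptor. Compound dosing: 20 µM single point, 1% DMSO. Times: 16-18 h seeding, 90 min dark compound exposure, 60 min detection. Detection: beta-gal luminescence. Evaluation: APJ–arrestin association signal. Controls: negative DMSO alone, positive Apelin-13 at 10 nM.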
# An asterisk follows results filed as active.
# Values run as follows: tim10-1 inh	tim23-1 inh	Mdm2 MdmX PPI	APJ agonist	XBP1 UPR activ	CHOP UPR activ	APJ antagonist	TIM10 inh	CXCR6 inh
CN(C)S(=O)(=O)N(CC(=O)N(Cc1ccccc1)Cc1ccccc1)c1ccccc1
 : 29	27	17	-2	-1	-1.2	-8	17	2
COc1ccc(CCn2cnc(=O)c(C#N)c2C)cc1OC
 : -10	0	21	-1	-3	0.8	-3	-1	6
COC(=O)C(C#N)C(=C1C(=O)CC(C)(C)CC1=O)c1ccc(O)cc1 (stereo not given)
 : 21	19	5	-3	-4	-2.0	13	7	-5
COc1ccc(C(=O)N2CC(c3ccc(Cl)cc3)CC2=O)cc1 (stereo not given)
 : -8	5	19	-9	-1	0.1	3	-8	-1
O=C(NCc1n[nH]c(=S)n1-c1ccc(Br)cc1)c1cccs1
 : -14	6	17	-5	0	0.8	-16	-14	4
O=c1[nH]nc(Cc2ccccc2)c2ccccc12
 : 11	0	20	-4	1	2.2	8	-5	10
C(#CC12CC3CC(CC(C3)C1)C2)CN1CCOCC1
 : 2	23	10	0	-4	-2.0	-9	-4	-4
Cc1cccc(C)c1NC(=O)CS(=O)CC(=O)N1CCN(c2ccccc2)CC1 (stereo not given)
 : 6	-4	14	-1	-4	-0.1	17	-1	6
O=C(CCN1CCOCC1)N1CCc2c([nH]c3ccccc23)C1c1cccc(Cl)c1 (stereo not given)
 : 12	18	20	-3	-1	-1.1	-2	23	4
COc1ccccc1CCc1nnc(CCC(=O)NC(C)Cc2cccnc2)o1 (stereo not given)
 : 11	2	17	0	1	-0.7	-6	-12	7
O=C(O)c1cccc(N2C(=O)c3cccc4cccc(c34)C2=O)c1
 : -7	-8	19	1	-2	0.2	-14	0	6
O=C(CN1CCCN(Cc2ccc(F)cc2Cl)C1=O)NC1CCCC1
 : 17	17	-16	1	-2	1.5	6	-19	1
Cc1ccc(C(C)(C)C)cc1S(=O)(=O)N1CCC(C(=O)N2CCN(c3ccc(O)cc3)CC2)CC1
 : -25	27	13	3	-1	2.8	-6	3	-8
O=S(=O)(Nc1ccc(-n2cccc2)cc1)c1ccc(F)cc1
 : 17	27	22	-4	-2	-2.2	6	16	1
CC(C)C(=O)N1CCC(c2nc(-c3ccc(S(=O)(=O)N4CCCC4)cc3)no2)CC1
 : 9	8	-11	3	-4	-1.7	17	11	0
CCOc1ccc(-c2nc(N)ncc2Oc2cccc(OC)c2)c(O)c1
 : 33	20	66*	-1	3	-0.3	1	9	2
CCCn1c(Sc2nnnn2-c2ccccc2)n[nH]c1=O
 : 3	0	27	-2	-1	-1.5	1	-12	-4
CC(OC(=O)c1ccc(Cl)nc1)C(=O)NC(C)(C)C (stereo not given)
 : 9	-4	18	-1	-1	-1.4	16	4	-2
CSc1nc2c(c(=O)[nH]1)C(c1ccc(Br)cc1)CC(=O)N2 (stereo not given)
 : -13	14	16	0	-2	-1.1	-8	-11	-4
O=C(NCc1ccccc1)c1onc(CSc2ccc(Cl)cc2)c1C(=O)NCc1ccccc1
 : 15	11	0	-4	0	0.0	-1	8	8
COc1cccc(CNC(=O)N2CCN(c3ccccc3Cl)CC2)c1
 : 9	20	-15	1	-5	0.6	17	-2	-1
COCCCNC(=S)NC(=O)c1ccc([N+](=O)[O-])cc1
 : 22	16	-3	0	0	1.6	-19	9	75*
Cc1ccc(NC(=O)CSc2nnc(-c3cccs3)o2)cc1S(=O)(=O)N1CCCCC1
 : 14	4	31	-4	-1	-1.1	17	2	0
Cc1ccc(S(=O)(=O)C(C#N)c2nc3ccccc3nc2N2CCN(C)CC2)cc1 (stereo not given)
 : 8	5	7	0	-1	0.1	4	14	-1
COc1cccc(CNC(=O)CN2C(=O)COc3ccc(S(=O)(=O)N4CCCCC4)cc32)c1
 : -3	0	-6	-6	-2	1.3	11	10	6
Cc1cccc(NC(=O)Nc2ccc([N+](=O)[O-])cc2)n1
 : -1	-7	-9	-2	3	4.0	3	-29	1
C/C(=N\NC(=O)CC#N)c1cc2ccccc2oc1=O
 : 9	3	1	-1	-1	-0.6	11	-3	-16
CN(Cc1ccccc1)C(=O)c1ccc(S(=O)(=O)N(C)c2ccccc2)cc1
 : -4	18	-7	-1	0	4.7	19	8	-4
N#C/C(=C/c1ccc([N+](=O)[O-])cc1)C(N)=O
 : 2	23	14	-1	-3	0.0	-67	-6	-11
CCc1nc(SCC(=O)O)c(C#N)c2c1CCCC2
 : 14	8	-32	-1	5	1.2	-13	19	-2
Cn1c(SCC(=O)Nc2ccc3c(c2)OCO3)nnc1C(F)(F)F
 : 1	2	-13	1	-1	2.6	19	1	0
CCOC(=O)c1cccc(NC(=O)CSc2nnnn2CC)c1
 : 7	30	-7	-2	0	2.9	-42	23	-7
COc1ccc(CC(=O)NNC(=O)c2ccc(Br)o2)cc1
 : 9	7	-17	6	-2	-0.1	1	1	5
COc1ccc(CSC(=N)N)cc1[N+](=O)[O-]
 : 1	-7	0	-3	2	2.5	16	5	0
O=C(/C=C/c1ccco1)NC(=S)Nc1cccc(C(=O)O)c1
 : -8	5	3	-5	0	3.3	15	0	4
CCn1c2ccccc2c2cnc(N=CN(C)C)c(C#N)c21
 : 35	37	76*	0	0	1.4	11	11	0
CCOC(=O)c1ccc(N2C(=O)CC(N3CCC(O)(c4ccc(Cl)cc4)CC3)C2=O)cc1 (stereo not given)
 : 29	25	-26	6	-1	3.6	2	34	9
COc1ccc(Nc2cc(Nc3cc(OC)c(OC)c(OC)c3)ncn2)cc1
 : -4	10	65*	-1	-1	0.5	-6	17	-7
COc1ccc(C2c3cc(OC)c(OC)cc3CCN2C(=O)c2cccc([N+](=O)[O-])c2)cc1OC (stereo not given)
 : 2	9	32	-2	-7	0.2	18	17	8
O=C(Cn1ccc(NC(=O)OCc2ccccc2)nc1=O)NCCCc1ccccc1
 : -5	7	-18	-2	0	0.8	8	-7	1
N#Cc1sc2nc(C3CC3)cc(-c3ccccc3)c2c1N
 : 12	37	8	-3	2	-0.3	12	5	7
CC(=O)Nc1cccc(NC(=O)c2cccc3cccnc23)c1
 : 4	9	6	1	-2	-0.6	6	-5	-1
CCn1c(=O)cc(OCC(=O)N2CCN(c3cccc(C(F)(F)F)c3)CC2)c2ccccc21
 : 20	27	31	0	4	-1.6	-1	15	-5
CCCCn1c(=O)c2c(nc3n2CCCN3Cc2ccccc2)n(C)c1=O
 : 12	20	20	-1	-2	1.6	6	15	15
O=C(O)c1ccccc1NC(=O)c1cc2ccccc2oc1=O
 : -6	3	-13	-3	-1	1.6	12	-1	0
CCCC[n+]1ccc(-c2nc3ccc([N+](=O)[O-])cc3[nH]2)cc1
 : 10	7	2	-3	2	-1.1	5	-13	4
O=C1CCCN1c1cccc(Br)c1
 : -14	10	23	-4	-3	0.0	8	-9	3
CC1(C)CC(CC(=O)O)(c2ccccc2)CCO1 (stereo not given)
 : -1	-2	19	-4	-2	-3.0	-19	-8	8
O=C1C(=O)N(CCS(=O)(=O)c2ccccc2)c2ccc(F)cc21
 : 23	7	24	-12	-2	2.3	15	18	18
Cc1csc(=O)n1CCC(=O)OCC(=O)c1c(N)n(C)c(=O)n(C)c1=O
 : 1	13	7	-3	0	-0.3	29	-3	1

# Six entries from above, arranged by SMILES length, highest first.
# Values run as follows: tim10-1 inh	tim23-1 inh	Mdm2 MdmX PPI	APJ agonist	XBP1 UPR activ	CHOP UPR activ	APJ antagonist	TIM10 inh	CXCR6 inh
CCn1c(=O)cc(OCC(=O)N2CCN(c3cccc(C(F)(F)F)c3)CC2)c2ccccc21
 : 20	27	31	0	4	-1.6	-1	15	-5
Cc1csc(=O)n1CCC(=O)OCC(=O)c1c(N)n(C)c(=O)n(C)c1=O
 : 1	13	7	-3	0	-0.3	29	-3	1
CCCCn1c(=O)c2c(nc3n2CCCN3Cc2ccccc2)n(C)c1=O
 : 12	20	20	-1	-2	1.6	6	15	15
CC(=O)Nc1cccc(NC(=O)c2cccc3cccnc23)c1
 : 4	9	6	1	-2	-0.6	6	-5	-1
N#Cc1sc2nc(C3CC3)cc(-c3ccccc3)c2c1N
 : 12	37	8	-3	2	-0.3	12	5	7
CC1(C)CC(CC(=O)O)(c2ccccc2)CCO1 (stereo not given)
 : -1	-2	19	-4	-2	-3.0	-19	-8	8

# As entered above:
# In tim23-1 inh, N#Cc1sc2nc(C3CC3)cc(-c3ccccc3)c2c1N shows 37
# In XBP1 UPR activ, O=C1CCCN1c1cccc(Br)c1 shows -3
# In XBP1 UPR activ, CC1(C)CC(CC(=O)O)(c2ccccc2)CCO1 (stereo not given) shows -2
# In tim23-1 inh, CCn1c(=O)cc(OCC(=O)N2CCN(c3cccc(C(F)(F)F)c3)CC2)c2ccccc21 shows 27
# In tim10-1 inh, O=C1C(=O)N(CCS(=O)(=O)c2ccccc2)c2ccc(F)cc21 shows 23
# In APJ antagonist, O=C(O)c1ccccc1NC(=O)c1cc2ccccc2oc1=O shows 12
# In tim10-1 inh, Cc1csc(=O)n1CCC(=O)OCC(=O)c1c(N)n(C)c(=O)n(C)c1=O shows 1

# (continued)
# Values run as follows: tim10-1 inh	tim23-1 inh	Mdm2 MdmX PPI	APJ agonist	XBP1 UPR activ	CHOP UPR activ	APJ antagonist	TIM10 inh	CXCR6 inh
CN(CC(=O)NCCc1ccc(F)cc1)Cc1ccc(Br)cc1
 : 20	21	10	0	-2	0.3	14	6	0
CCN(CC)S(=O)(=O)c1cccc(NC(=O)CN(C)Cc2cccc(OC)c2)c1
 : 22	28	6	-2	-2	0.9	-8	-12	-7
COc1ccc(NC(=O)CN(C)CC(=O)NCC(=O)Nc2ccc(F)cc2)cc1
 : -15	-7	4	-2	-2	1.7	11	-1	-10
O=C(CSc1nnc(CNC(=O)c2ccco2)o1)Nc1ccccc1C(F)(F)F
 : 0	-14	19	-4	-7	-0.6	17	-1	4
CCc1noc(C)c1C(=O)NNC(=O)c1ccccc1Cl
 : 1	8	-3	-4	-1	-1.1	-4	12	-9
CCCOC1CCCN(C(=O)c2ccc3oc(C(C)C)nc3c2)C1 (stereo not given)
 : 5	12	-26	-2	-2	3.2	-10	-3	8
O=C(NCCCN1CCCC1=O)c1cc(COc2ccc(F)cc2F)on1
 : 12	7	13	-4	-2	1.9	9	6	-7
O=C(O)CCC(=O)NCc1c(Cl)cccc1Sc1ccc(Cl)cc1
 : 4	4	11	4	0	-0.4	-4	4	-5
CC(C(=O)Nc1ccccc1)N(C)CCOc1ccc(Br)cc1 (stereo not given)
 : 22	28	20	-2	2	-1.9	13	19	-1
CC(C)Oc1ccc(Br)cc1/C=N\NC(N)=S
 : 22	22	38	0	2	4.9	13	13	4

# An excerpt; count on the stated rates, not on these rows.
